TcdB GH inh: TcdB glycohydrolase inhibitors, primary screen, biochemical, single point, plate reader; Toxin B (Clostridioides difficile), P18177; TcdB glycohydrolase enzymatic assay; inhibition, % at 9.99 µM; 0.24% of 350,000 active; AID 652162, 2013; in the data active = inhibition above about 10%
Target sequence (P18177 whole entry, looked up): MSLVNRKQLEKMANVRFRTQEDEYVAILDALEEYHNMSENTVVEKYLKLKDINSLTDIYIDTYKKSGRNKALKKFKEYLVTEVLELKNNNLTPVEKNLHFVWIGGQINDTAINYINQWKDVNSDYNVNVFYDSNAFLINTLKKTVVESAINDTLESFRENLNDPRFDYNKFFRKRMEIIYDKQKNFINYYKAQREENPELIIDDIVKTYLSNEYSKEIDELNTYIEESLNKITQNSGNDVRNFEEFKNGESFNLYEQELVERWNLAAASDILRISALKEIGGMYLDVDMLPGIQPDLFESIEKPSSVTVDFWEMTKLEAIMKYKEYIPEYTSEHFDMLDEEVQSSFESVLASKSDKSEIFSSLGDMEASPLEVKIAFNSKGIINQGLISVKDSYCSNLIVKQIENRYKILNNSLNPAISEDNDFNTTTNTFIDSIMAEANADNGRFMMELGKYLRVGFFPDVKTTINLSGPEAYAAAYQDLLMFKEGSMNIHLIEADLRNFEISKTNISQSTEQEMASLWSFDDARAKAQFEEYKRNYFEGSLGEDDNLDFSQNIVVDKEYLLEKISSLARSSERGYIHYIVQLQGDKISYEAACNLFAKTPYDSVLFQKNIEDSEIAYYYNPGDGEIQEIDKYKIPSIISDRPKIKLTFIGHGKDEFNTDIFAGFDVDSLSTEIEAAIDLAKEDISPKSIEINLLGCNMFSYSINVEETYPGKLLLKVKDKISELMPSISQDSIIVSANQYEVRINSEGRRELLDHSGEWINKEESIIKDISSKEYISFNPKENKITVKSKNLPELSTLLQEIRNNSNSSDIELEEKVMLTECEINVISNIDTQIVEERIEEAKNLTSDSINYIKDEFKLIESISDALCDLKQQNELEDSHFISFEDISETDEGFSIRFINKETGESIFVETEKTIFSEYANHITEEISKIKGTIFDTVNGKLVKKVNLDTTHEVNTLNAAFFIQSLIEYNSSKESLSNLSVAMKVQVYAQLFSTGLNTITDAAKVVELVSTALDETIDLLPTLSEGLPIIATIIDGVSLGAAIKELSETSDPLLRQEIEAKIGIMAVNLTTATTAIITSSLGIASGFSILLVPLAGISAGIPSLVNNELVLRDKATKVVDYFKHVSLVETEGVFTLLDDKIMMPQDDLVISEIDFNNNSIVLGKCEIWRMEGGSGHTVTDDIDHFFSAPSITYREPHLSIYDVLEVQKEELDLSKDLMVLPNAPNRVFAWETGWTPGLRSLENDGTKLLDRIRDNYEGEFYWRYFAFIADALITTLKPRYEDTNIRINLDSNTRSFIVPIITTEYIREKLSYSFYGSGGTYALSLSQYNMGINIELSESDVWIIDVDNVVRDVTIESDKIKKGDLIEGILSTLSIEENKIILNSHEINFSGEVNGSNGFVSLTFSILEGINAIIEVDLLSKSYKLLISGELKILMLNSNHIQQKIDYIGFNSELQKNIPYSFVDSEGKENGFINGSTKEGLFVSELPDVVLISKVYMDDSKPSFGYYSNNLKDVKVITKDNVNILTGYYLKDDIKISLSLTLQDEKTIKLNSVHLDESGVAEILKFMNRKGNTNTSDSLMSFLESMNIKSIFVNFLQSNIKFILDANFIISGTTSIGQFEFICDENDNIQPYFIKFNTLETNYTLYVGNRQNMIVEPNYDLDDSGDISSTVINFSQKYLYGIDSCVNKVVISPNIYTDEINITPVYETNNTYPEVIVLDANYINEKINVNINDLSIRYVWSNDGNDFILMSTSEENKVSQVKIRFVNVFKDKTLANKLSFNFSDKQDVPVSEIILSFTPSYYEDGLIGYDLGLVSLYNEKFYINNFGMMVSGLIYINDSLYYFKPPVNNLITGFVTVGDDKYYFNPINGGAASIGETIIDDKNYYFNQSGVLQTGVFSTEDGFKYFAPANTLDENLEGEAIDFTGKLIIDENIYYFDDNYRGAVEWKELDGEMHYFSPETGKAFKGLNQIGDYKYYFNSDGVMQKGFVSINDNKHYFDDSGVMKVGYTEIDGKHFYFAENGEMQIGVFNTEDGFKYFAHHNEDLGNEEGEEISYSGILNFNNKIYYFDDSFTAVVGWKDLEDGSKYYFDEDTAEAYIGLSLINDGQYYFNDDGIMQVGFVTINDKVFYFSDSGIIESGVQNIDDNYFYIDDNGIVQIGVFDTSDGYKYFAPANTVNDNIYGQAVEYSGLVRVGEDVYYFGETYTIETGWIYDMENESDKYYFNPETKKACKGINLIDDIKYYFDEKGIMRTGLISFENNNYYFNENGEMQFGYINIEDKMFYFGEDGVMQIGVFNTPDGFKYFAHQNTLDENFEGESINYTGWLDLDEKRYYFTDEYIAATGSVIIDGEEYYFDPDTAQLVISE
BioA inh: M. tuberculosis BioA enzyme inhibitors, primary screen, biochemical, plate reader, single point, HTS. 7,8-diaminopelargonic acid synthase BioA (Mycobacterium tuberculosis). purified M. tuberculosis BioA enzyme. inhibition, % at 9.99 µM. 0.096% of 360,000 active; in the data active = inhibition above about 40%
Numbers without * were called inactive. These rows are one share of the data; the hit share may differ from the screen's.

SMILES	TcdB GH inh	BioA inh
C[C@@H]1CN([C@@H](C)CO)C(=O)Cc2cc(NC(=O)c3ccncc3)ccc2O[C@@H]1CN(C)Cc1ccc(-c2ccccc2)cc1	-0.6	-2.8
C[C@@H]1CN([C@@H](C)CO)C(=O)c2cc(NC(=O)C3CCCCC3)ccc2O[C@@H](C)CCCCO[C@H]1CN(C)C(=O)Nc1cccc2ccccc12	0.0	-1.1
COc1ccc(CNC(=O)C[C@@H]2C[C@@H]3c4cc(NC(=O)NC5CCCC5)ccc4O[C@@H]3[C@@H](CO)O2)cc1	0.5	-2.4
Cc1ccc(S(=O)(=O)N(C)C[C@H]2Oc3ccc(NC(=O)Nc4c(C)noc4C)cc3C(=O)N([C@H](C)CO)C[C@H]2C)cc1	-1.9	1.3
C[C@H](O)C#Cc1ccc([C@H]2[C@H]3CN(C(=O)c4ccc(F)cc4)CCCCN3[C@H]2CO)cc1	0.6	3.4
COc1ccc(NC(=O)N(C)C[C@H]2Oc3c(NS(=O)(=O)c4ccc(Cl)cc4)cccc3C(=O)N([C@H](C)CO)C[C@@H]2C)cc1	-1.0	1.6
O=C(C[C@@H]1CC[C@@H]2[C@H](COC[C@@H](O)CN2C(=O)Nc2cccc(Cl)c2)O1)NCCCN1CCOCC1	1.2	0.0
C[C@H](CO)N1C[C@H](C)[C@H](CN(C)C(=O)Nc2ccc(F)cc2)Oc2ccc(NC(=O)CCN3CCOCC3)cc2C1=O	0.2	-1.6
Cc1ccc(S(=O)(=O)N(C)C[C@H]2Oc3ccc(NC(=O)c4ccncc4)cc3CC(=O)N([C@@H](C)CO)C[C@H]2C)cc1	3.2	1.2
C[C@@H]1CN([C@@H](C)CO)C(=O)Cc2cc(N(C)C)ccc2O[C@@H]1CN(C)C(=O)NC1CCCCC1	0.7	1.3
C[C@@H]1CN([C@H](C)CO)C(=O)c2cc(NC(=O)Nc3ccccc3)ccc2O[C@@H]1CN(C)CC1CCCCC1	-0.3	3.3
CC=Cc1ccc2n(c1=O)C[C@H]1[C@H](CO)[C@@H](C(=O)NCc3ccc(F)cc3)[C@@H]2N1CC (mixture of isomers)	-2.9	-3.7
O=C(Nc1ccccc1)N[C@H]1CC[C@H](CCNS(=O)(=O)c2ccccc2F)O[C@@H]1CO	-0.2	1.8
C[C@H]1CN([C@@H](C)CO)S(=O)(=O)c2ccc(C3=CCCC3)cc2O[C@@H]1CN(C)C(=O)CC1CC1	-1.8	-0.8
O=C(C[C@H]1CC[C@H]2[C@@H](COC[C@H](O)CN2Cc2ccccc2F)O1)NCc1ccccc1F	0.4	1.7
C[C@H](CO)N1C[C@H](C)[C@@H](CN(C)Cc2ccc(Oc3ccccc3)cc2)Oc2c(NC(=O)c3ccc(-c4nccs4)cc3)cccc2C1=O	-6.0	-2.2
C[C@@H](NC(=O)[C@H]1[C@H](CO)[C@H]2Cn3c(cccc3=O)[C@@H]1N2C(=O)C1CCC1)c1ccccc1	-0.5	0.6
COc1ccccc1C#Cc1ccc([C@H]2[C@H](C#N)N(C(=O)C3CCC3)[C@H]2CO)cc1	-0.4	-3.7
C[C@@H]1CN([C@@H](C)CO)C(=O)c2cccc(NS(=O)(=O)c3ccccc3)c2O[C@@H]1CN(C)Cc1ccc(C(F)(F)F)cc1	1.9	1.3
O=C(C[C@H]1CC[C@H]2[C@@H](COC[C@@H](O)CN2C(=O)c2ccc3c(c2)OCO3)O1)NC1CCC1	0.2	-0.1
Cc1ccc(S(=O)(=O)Nc2ccc3c(c2)C(=O)N([C@@H](C)CO)C[C@H](C)[C@H](CN(C)C(=O)Nc2c(C)noc2C)OCCCC[C@H](C)O3)cc1	0.4	2.0
C[C@@H]1CCCCO[C@H](CN(C)S(=O)(=O)c2ccc(F)cc2)[C@@H](C)CN([C@H](C)CO)C(=O)c2cc(NS(=O)(=O)c3cccs3)ccc2O1	2.3	1.7
CC(C)CC#Cc1ccc([C@@H]2[C@@H](CO)N3CCCCN(S(=O)(=O)Cc4ccccc4)C[C@@H]23)cc1	-0.9	1.4
C[C@H]1CN([C@@H](C)CO)C(=O)c2c(c3ccccc3n2C)-c2ccccc2CO[C@H]1CN(C)C(=O)[C@H]1CCCN1C	-0.4	-2.2
C[C@@H]1CCCCO[C@H](CN(C)C(=O)Cc2ccccc2)[C@H](C)CN([C@H](C)CO)C(=O)c2cc(N(C)C)ccc2O1	-31	0.2

Next part, overlapping the part above by three compounds.
SMILES	TcdB GH inh	BioA inh
CC(C)CC#Cc1ccc([C@@H]2[C@@H](CO)N3CCCCN(S(=O)(=O)Cc4ccccc4)C[C@@H]23)cc1	-0.9	1.4
C[C@H]1CN([C@@H](C)CO)C(=O)c2c(c3ccccc3n2C)-c2ccccc2CO[C@H]1CN(C)C(=O)[C@H]1CCCN1C	-0.4	-2.2
C[C@@H]1CCCCO[C@H](CN(C)C(=O)Cc2ccccc2)[C@H](C)CN([C@H](C)CO)C(=O)c2cc(N(C)C)ccc2O1	-31	0.2
CCCC#Cc1ccc([C@@H]2[C@@H](CO)N3CCCCN(S(=O)(=O)CC)C[C@@H]23)cc1	-0.5	1.7
C[C@@H]1CN([C@H](C)CO)C(=O)c2cc(NC(=O)Nc3cccc4ccccc34)ccc2O[C@H]1CN(C)Cc1ccc(C(=O)O)cc1	0.0	0.3
CC(C)C(=O)Nc1ccc2c(c1)C(=O)N(C)[C@@H]1CC[C@H](CC(=O)NCc3ccc(F)cc3)O[C@@H]1CO2	-1.0	-0.2
COc1ccc(S(=O)(=O)Nc2cccc3c2O[C@@H](CN(C)C(=O)NC(C)C)[C@@H](C)CN([C@@H](C)CO)C3=O)cc1	2.3	0.9
COCC#Cc1cnc2c(c1)C(=O)N([C@H](C)CO)C[C@H](C)[C@@H](CN(C)C(C)=O)O2	-2.8	-3.1
CCCC(=O)Nc1ccc2c(c1)C(=O)N(C)[C@@H]1CC[C@@H](CC(=O)NCc3ccccc3)O[C@@H]1CO2	0.8	0.3
C[C@@H]1CN([C@@H](C)CO)C(=O)c2cc(C#CC3CCCCC3)cnc2O[C@@H]1CN(C)C(=O)c1ccncc1	0.6	0.7
C[C@H]1CN([C@@H](C)CO)C(=O)c2cc(NS(=O)(=O)c3cccs3)ccc2O[C@H]1CN(C)S(=O)(=O)c1ccc(Cl)cc1	-0.3	19
C[C@H]1CN([C@@H](C)CO)S(=O)(=O)c2ccc(C#Cc3ccccc3)cc2O[C@H]1CN(C)S(C)(=O)=O	-0.8	-0.3
CC(C)CC#Cc1ccc2c(c1)O[C@H](CN(C)CC1CCOCC1)[C@H](C)CN([C@H](C)CO)S2(=O)=O	-1.4	-0.4
COc1ccc(NC(=O)N(C)C[C@H]2Oc3ccc(NC(=O)Cc4cn(C)c5ccccc45)cc3C(=O)N([C@H](C)CO)C[C@H]2C)cc1	0.0	-0.2
CNC[C@@H]1[C@H](c2ccccc2)[C@H](CO)N1C(=O)Nc1cccc(OC)c1	1.0	3.7
COc1ccc(S(=O)(=O)N2C[C@@H](O)COC[C@@H]3O[C@H](CC(=O)N(C)C)CC[C@H]32)cc1	0.7	0.4
C[C@H]1CN([C@@H](C)CO)C(=O)c2cccc(NC(=O)Nc3cccc4ccccc34)c2O[C@H]1CN(C)S(C)(=O)=O	3.0	-0.3
COc1cccc(CNC(=O)C[C@H]2CC[C@@H](NC(=O)C3CC3)[C@H](CO)O2)c1	0.1	0.7
C[C@@H]1CCCCO[C@H](CN(C)Cc2ccc3c(c2)OCO3)[C@H](C)CN([C@@H](C)CO)C(=O)c2cc(NS(=O)(=O)c3ccc(F)cc3)ccc2O1	0.6	1.6
C[C@H](CO)N1C[C@H](C)[C@H](CN(C)C(=O)Cc2cccnc2)Oc2ncc(-c3ccncc3)cc2C1=O	-0.9	1.5
C[C@@H]1CN([C@@H](C)CO)C(=O)Cc2cc(NS(=O)(=O)c3cn(C)cn3)ccc2O[C@H]1CN(C)C(=O)Nc1ccc(F)cc1	0.6	0.5
N#C[C@@H]1[C@@H](c2ccc(C#Cc3cccnc3)cc2)[C@@H](CO)N1C(=O)C1CC1	-4.8	13
C[C@@H]1CN([C@@H](C)CO)C(=O)CCCn2nncc2CO[C@@H]1CN(C)Cc1ccc2c(c1)OCO2	0.1	-0.3
C[C@H](CO)N1C[C@H](C)[C@H](CN(C)CC2CC2)Oc2ccc(NC(=O)CCN3CCOCC3)cc2CC1=O	0.2	-1.7
COc1ccc(NC(=O)Nc2ccc3c(c2)C(=O)N([C@@H](C)CO)C[C@@H](C)[C@H](CN(C)C(=O)Nc2ccc4c(c2)OCO4)OCCCC[C@@H](C)O3)cc1	0.1	-1.3
C[C@@H]1CN([C@H](C)CO)C(=O)c2cc(NC(=O)c3ccccc3)ccc2O[C@@H](C)CCCCO[C@H]1CN(C)S(=O)(=O)c1cn(C)cn1	-1.7	0.4
O=C(NC1CCCCC1)N[C@H]1CC[C@H](CCNS(=O)(=O)c2ccc(Cl)cc2)O[C@@H]1CO	-1.5	0.8
Cc1ccccc1NC(=O)Nc1ccc2c(c1)C(=O)N(C)[C@H]1CC[C@@H](CC(=O)NCC3CC3)O[C@@H]1CO2	-2.1	-0.7
Further entries follow:
SMILES	TcdB GH inh	BioA inh
CCNC(=O)C[C@@H]1CC[C@@H]2[C@H](COc3ccc(NC(=O)c4ccc(C(F)(F)F)cc4)cc3C(=O)N2C)O1	0.9	0.0
N#C[C@H]1[C@H](c2ccc(C#CC3CCCCC3)cc2)[C@H](CO)N1C(=O)Cc1ccccn1	-0.4	0.0
C[C@@H]1CN([C@H](C)CO)C(=O)Cc2cc(NS(=O)(=O)c3ccc(F)cc3)ccc2O[C@@H]1CN(C)Cc1ccccc1	0.6	3.4
O=C(c1ccncc1)N1C[C@H]2[C@@H](c3ccccc31)[C@H](CO)N2C(=O)c1ccncc1	-1.0	-3.9
COc1ccc(S(=O)(=O)N(C)C[C@@H]2Oc3ccc(NC(=O)CCCCCC(=O)Nc4ccccc4N)cc3C(=O)N([C@H](C)CO)C[C@@H]2C)cc1	0.3	-2.8
COCC(=O)N1[C@H](CO)[C@@H]2c3ccccc3N(C(=O)c3cccc(OC)c3)C[C@@H]21	-2.8	-5.8
C[C@@H]1CCCCO[C@@H](CN(C)C(=O)NC2CCCCC2)[C@@H](C)CN([C@@H](C)CO)C(=O)c2cc(NC(=O)Nc3ccc(C(F)(F)F)cc3)ccc2O1	-0.9	-3.9
CN1c2ccc(-c3cccc(C#N)c3)cc2[C@H]2[C@H](CCN2S(=O)(=O)c2ccccc2F)[C@@H]1CO	-0.4	0.4
C[C@H](CO)N1C[C@H](C)[C@H](CN(C)C(=O)Nc2ccc(F)cc2)Oc2c(NS(=O)(=O)c3ccccc3)cccc2C1=O	3.2	1.7
C[C@H]1CN([C@@H](C)CO)C(=O)Cc2cc(NC(=O)NC3CCCCC3)ccc2O[C@H]1CN(C)Cc1ccc(C(=O)O)cc1	-0.7	2.4
O=C(C1CCCC1)N1CCCCN2[C@H](CO)[C@H](c3ccc(C#CC4CC4)cc3)[C@H]2C1	0.3	0.7
C[C@H](CO)N1C[C@H](C)[C@H](CN(C)S(=O)(=O)c2ccc(C#N)cc2)Oc2ncc(-c3cc4ccccc4o3)cc2C1=O	0.8	0.1
C[C@@H]1CCCCO[C@@H](CN(C)S(=O)(=O)c2cn(C)cn2)[C@H](C)CN([C@@H](C)CO)C(=O)c2cc(NC(=O)Nc3cccc4ccccc34)ccc2O1	-1.2	-3.9
C[C@@H]1CCCCO[C@H](CN(C)C)[C@H](C)CN([C@@H](C)CO)C(=O)c2cc(NS(=O)(=O)c3cn(C)cn3)ccc2O1	0.6	-2.6
C[C@@H]1CN([C@@H](C)CO)S(=O)(=O)c2ccc(-c3ccncc3)cc2O[C@H]1CN(C)C(=O)c1cccc(F)c1	0.7	3.9
C[C@@H]1CCCCO[C@@H](CN(C)CC2CCCCC2)[C@@H](C)CN([C@H](C)CO)C(=O)c2cc(NC(=O)Nc3ccc(C(F)(F)F)cc3)ccc2O1	-0.9	-0.5
CC(C)NC(=O)N(C)C[C@@H]1Oc2ccc(NC(=O)Cc3cn(C)c4ccccc34)cc2C(=O)N([C@H](C)CO)C[C@H]1C	-0.4	-3.7
C[C@@H](NC(=O)[C@@H]1[C@@H](CO)[C@@H]2Cn3c(ccc(C4=CCCCC4)c3=O)[C@@H]2N1C)c1ccccc1	-0.1	-0.7
CN(C)CC(=O)N1CCCCN2[C@H](C1)[C@@H](c1ccc(-c3cccnc3)cc1)[C@@H]2CO	-1.5	1.2
C[C@@H]1CN([C@@H](C)CO)C(=O)c2cccc(NS(=O)(=O)c3ccc(F)cc3)c2O[C@H]1CN(C)C	-1.5	-1.4
C[C@H](CO)N1C[C@H](C)[C@H](CN(C)S(C)(=O)=O)Oc2ccc(NS(C)(=O)=O)cc2CC1=O	-0.2	4.0

Record cards, as listed above:
Results for C[C@@H]1CN([C@@H](C)CO)C(=O)Cc2cc(NS(=O)(=O)c3cn(C)cn3)ccc2O[C@H]1CN(C)C(=O)Nc1ccc(F)cc1 : TcdB GH inh: 0.6; BioA inh: 0.5
Results for COc1ccc(CNC(=O)C[C@@H]2C[C@@H]3c4cc(NC(=O)NC5CCCC5)ccc4O[C@@H]3[C@@H](CO)O2)cc1 : TcdB GH inh: 0.5; BioA inh: -2.4
Results for C[C@@H](NC(=O)[C@H]1[C@H](CO)[C@H]2Cn3c(cccc3=O)[C@@H]1N2C(=O)C1CCC1)c1ccccc1 : TcdB GH inh: -0.5; BioA inh: 0.6
